# From PubChem
# RGS4 inh: inhibitors of human regulator of G protein signaling 4 | P49798 | Transcreener GDP fluorescence polarization, RGS4-accelerated GTP hydrolysis | Potency, µM (series often up to 114 µM), for inactives: top-dose activity change, negative = inhibition, actives largely listed as inhibitors | 390,000 compounds, 0.039% hits | AID 504845; also: % is scaled to controls: 0 for no effect and ±100 for the full control effect; nearly all actives have a fitted effect of over 75% in size; some results filed as inactive show a strong effect at the top dose
#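 MLSMR compounds (23 nl, pin-transferred) preincubated 10 min at room temperature with a 500nM (2x) first reagent, then RGS4 at 900nM (2x) plus Transcreener GDP mix added; fluorescence polarization (620/688 nm) read before and after 90 min at 30 °C.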
# PGK inhibitor: inhibitors of T. brucei phosphoglycerate kinase | P07378 | PGK/GAPDH coupled, Kinase-Glo luminescence, 60 min | Potency, µM (highest dose often 57.5 µM), without a hit: at the top dose activity change, negative = inhibition, actives largely listed as inhibitors | 380,000 compounds, 0.043% hits | AID 602233; also: % is scaled to controls: 0 for no effect and ±100 for the full control effect; nearly all actives have a fitted effect of over 60% in size
# Target sequence (P07378 whole entry, looked up): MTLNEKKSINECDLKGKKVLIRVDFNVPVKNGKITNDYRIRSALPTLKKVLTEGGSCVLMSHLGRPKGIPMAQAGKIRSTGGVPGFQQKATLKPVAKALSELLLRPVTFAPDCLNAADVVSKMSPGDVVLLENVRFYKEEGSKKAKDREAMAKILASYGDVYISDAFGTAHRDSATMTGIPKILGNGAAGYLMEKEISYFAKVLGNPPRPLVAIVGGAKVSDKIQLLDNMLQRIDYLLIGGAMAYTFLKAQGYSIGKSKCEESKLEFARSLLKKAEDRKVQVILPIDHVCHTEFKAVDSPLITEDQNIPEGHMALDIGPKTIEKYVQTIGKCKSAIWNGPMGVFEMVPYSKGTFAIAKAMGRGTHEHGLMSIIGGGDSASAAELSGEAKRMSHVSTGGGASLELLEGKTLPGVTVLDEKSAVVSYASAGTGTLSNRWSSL
#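 Luminescent ATP detection (Kinase-Glo Plus) follows a 60-minute room-temperature incubation, with wells lacking PGK as controls. Buffer: 100 mM TEA (pH 7.6), 5 mM MgCl2, 0.01% Tween-20. Coupling enzyme GAPDH (100 nM final) supplies unstable 1,3-BPG in-well.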
# Pin1 inhibitor: human Pin1 inhibition | Q13526 | 390,000 compounds, 0.009% hits | Pin1 FP peptide displacement, HiFluor488, 10 min | AID 504891 | Potency, µM (top dose mostly 115 µM), for inactives: top-dose activity, negative = inhibition, hits mostly inhibitors; active = well fitted inhibition curve with a large enough effect in the polarisation, with a control signal flat, not every such curve was filed as active; inconclusive = small, poorly fitted or top-dose-only effect, or effect the other way, or a change in a side signal; inactive = no such curve, though single readings can be large or run the other way; the % refers to the polarisation; also: % is scaled to controls: 0 for no effect and ±100 for the full control effect
# Target sequence (Q13526 whole entry, looked up): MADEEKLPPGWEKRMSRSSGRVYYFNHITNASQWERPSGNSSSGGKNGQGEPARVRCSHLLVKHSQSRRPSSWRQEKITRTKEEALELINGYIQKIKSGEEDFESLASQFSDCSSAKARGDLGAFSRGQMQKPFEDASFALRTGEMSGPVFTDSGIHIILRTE
# ALOX12 inh: blocks human arachidonate 12S-lipoxygenase; P18054; purified 12hLO, xylenol orange hydroperoxide absorbance; Potency, µM (doses to about 108 µM), without a hit: at the highest dose activity change, negative = inhibition, actives largely listed as inhibitors; 580,000 compounds, 1.1% hits; also: % is scaled to controls: 0 for no effect and ±100 for the full control effect
#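 Hydroperoxide product was detected by ferrous iron/xylenol orange as the 573 to 405 nm absorbance ratio. Arachidonic acid at 40 uM (final) was turned over for 30 min at room temperature by 150 nM human 12hLO, pH 7.0 Hepes buffer, after 15 min compound preincubation.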
# TrxR1 inh: blocks rat thioredoxin reductase 1. recombinant rTrxR1, NADPH fluorescence consumption, selenite substrate. Potency, µM (highest dose often 114 µM), without a hit: at the highest dose activity change, negative = inhibition, usual class: inhibitors. 390,000 compounds, 1% hits. AID 588453; also: % is scaled to controls: 0 for no effect and ±100 for the full control effect; nearly all actives have a fitted effect of over 65% in size
# Target sequence (O89049 whole entry, looked up): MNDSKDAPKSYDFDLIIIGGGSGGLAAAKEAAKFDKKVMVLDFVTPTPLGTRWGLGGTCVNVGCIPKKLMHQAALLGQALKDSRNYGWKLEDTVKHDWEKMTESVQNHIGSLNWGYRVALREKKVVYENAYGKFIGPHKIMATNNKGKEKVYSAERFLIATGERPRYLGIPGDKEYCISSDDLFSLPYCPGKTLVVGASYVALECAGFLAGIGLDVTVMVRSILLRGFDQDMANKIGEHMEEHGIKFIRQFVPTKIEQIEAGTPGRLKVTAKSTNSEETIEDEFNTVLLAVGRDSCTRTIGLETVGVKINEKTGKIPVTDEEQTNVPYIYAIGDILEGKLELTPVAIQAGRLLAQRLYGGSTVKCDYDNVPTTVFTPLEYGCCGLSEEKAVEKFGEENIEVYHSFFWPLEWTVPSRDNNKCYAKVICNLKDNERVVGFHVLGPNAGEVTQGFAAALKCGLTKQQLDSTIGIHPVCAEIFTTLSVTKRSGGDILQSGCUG
#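 Rat TrxR1 (90 nM in the dispensed reagent) was pre-reduced with 400 uM NADPH for 5 min at room temperature, then incubated with compound for 15 min. After 400 uM selenite was added, NADPH fluorescence (Ex 340/Em 450 nm) was followed for 8 min.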
# JMJD2A Tudor: JMJD2A Tudor domain (human) inhibition; O75164; AlphaScreen JMJD2A-Tudor / H3K4me3 peptide binding; Potency, µM (doses to about 114 µM), for inactives: at the top dose activity change, negative = inhibition, usual class: inhibitors; 390,000 compounds, 4.4% hits; also: % is scaled to controls: 0 for no effect and ±100 for the full control effect; nearly all actives have a fitted effect of over 50% in size
# HP1b binding inh: inhibitors of HP1-beta chromodomain binding to methylated histone tails; P83916; Potency, µM (highest dose often 114 µM), inactives show top-dose activity change, negative = inhibition, hits mostly inhibitors; AlphaScreen HP1-beta / biotin-H3K9me3 peptide binding; 390,000 compounds, 0.56% hits; also: nearly all actives have a fitted effect of over 70% in size; inactives centre near 23
#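 Compound inhibition of the preformed complex between 50 nM HP1-beta and 50 nM biotinylated H3K9me3 peptide was read by AlphaScreen. Buffer was PBS pH 7.4 with 0.01% Tween-20. Incubations ran 30 min at room temperature, with 10 ug/mL donor/acceptor beads.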
# ERG-DNA inh: inhibitors of human ERG Ets domain-DNA interaction | fluorescence polarization, His-ERG Ets domain / labelled DNA | Potency, µM (series often up to 76.9 µM), inactives show top-dose FP activity, negative = inhibition, actives largely listed as inhibitors | 370,000 compounds, 0.028% hits; active = well fitted inhibition curve with a large enough effect in the polarisation, with a control signal flat; inconclusive = small, poorly fitted or top-dose-only effect, or effect the other way, or a change in a side signal; inactive = no such curve, though single readings can be large or run the other way; the % refers to the polarisation;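 also: polarization taken with two DNA probes labelled with fluorescein and Texas red; % of control where 0% means no effect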
#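 His-tagged ERG Ets domain (1 uM in the protein solution; 300mM KCl, 50mM Tris-HCl, 1mM EDTA, 1mM DTT, pH 7.5) received compound, then a probe mix of 5 nM fluorescein-DNA and 100nM Texas-615-DNA. Fluorescence polarization was read for both dyes.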
# GLS inh: glutaminase GLS (human) inhibition. O94925. GLS enzymatic activity, qHTS titration. Potency, µM (series often up to 45.5 µM), inactives show top-dose activity change, negative = inhibition, actives largely listed as inhibitors. 410,000 compounds, 0.21% hits; also: % is scaled to controls: 0 for no effect and ±100 for the full control effect
#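 Glutamate formation by hKGA was monitored fluorometrically using coupled glutamate oxidase, HRP and Amplex Red. Substrate was added as 1 mM L-glutamine solution; incubation was 30 min at RT after an initial read.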
# * = called active by the depositor; i = inactive; ? = inconclusive; . = not tested or not shown; & = joins results of further samples; [ ] = remark or other dose. Unless noted, calls follow the shape of the dose curve; as a rule, active = well fitted curve in the direction sought with a large enough effect; inconclusive = small, poorly fitted or top-dose-only effect, or another doubt; inactive = no such curve, though single readings can be large; an effect the other way counts as inactive or inconclusive. Potency is read from the fitted curve at half-maximal effect. Some of the compounds tested; count on the stated rates, not on these rows.
SMILES,RGS4 inh,PGK inhibitor,Pin1 inhibitor,ALOX12 inh,TrxR1 inh,JMJD2A Tudor,HP1b binding inh,ERG-DNA inh,GLS inh
CCOc1ccc(NC(=O)CN(C)C(=O)c2ccc(COc3ccccc3)o2)cc1OCC,-4.2%,5.4%,1.7%,0.5%,-0.5%,-9.0%,6.6%,-1.5%,6.2%
CC1=C(C(=O)Nc2ccccc2)C(c2ccncc2)n2nc(SCc3ccccc3)nc2N1 (stereo not given),1.0%,-1.0%,3.1%,0.0%,17.3%,-9.9%,23.4%,-0.6%,0.6%
CC(C)(C)c1ccc(S(=O)(=O)CC(O)CSc2nc3c(cc2C#N)CCCC3)cc1 (stereo not given),-18.4%,-0.1%,0.2%,-16.5%,11.3%,-11.0%,17.4%,-2.0%,-5.0%
Cc1nn(-c2ccccc2)c(-n2cccc2)c1C(=O)NCCCN1CCN(c2ccccc2F)CC1,18.6%,-6.9%,-8.3%,?,-1.1%,?,-0.7%,-0.5%,0.3%
CN(CC(=O)NCc1cccs1)S(=O)(=O)c1cccc2cccnc12,-19.9%,-20.5%,0.0%,0.7%,22.5%,-30.3%,-12.2%,-2.5%,2.3%
O=C(NCCc1ccccc1)C1CCN(S(=O)(=O)N2CCOCC2)CC1,2.4%[56.9 µM],4.3%,-0.2%,0.5%,9.8%,-16.9%,20.6%,2.4%,5.6%
Cc1ccccc1SCC(=O)OCC(=O)NCc1ccccc1,6.2%,2.0%,-1.2%,-9.0%,7.6%,9.1%,30.5%,-12.9%,-1.9%
CCOc1ccc2nc(NC(=S)NCc3ccccc3)sc2c1,?,4.7%,5.8%,?,12.5%,-15.5%,?,8.4%,-2.3%
CN(Cc1ccccc1)C(=O)c1ccc(NC(=O)Cc2ccc(NC(=O)C3CCCN(C(=O)c4ccccc4)C3)cc2)cc1 (stereo not given),-2.2%,-0.9%,22.9%,0.0%,14.9%,-21.0%,17.8%,-7.0%,6.0%
CN(C)CCCNc1oc(/C=C/c2ccc(F)cc2)nc1C#N,21.4%,.,2.3%,-15.6%,137.3%[activator],5.7%,43.2%[activator],5.7%,11.0%
CCOc1ccc(NC(=O)c2ccccc2OCC(=O)c2ccccc2)cc1,-13.2%,-6.9%,?,0.0%,-4.3%,0.8%,33.5%[activator],1.8%,1.3%
O=S(=O)(c1ccccc1C(F)(F)F)N1C=CC(C(F)(F)F)=NCC1,20.2%,0.6%,1.4%,159.8%[activator],8.2%,-9.0%,38.3%,2.3%,12.7%

# Single records, from the list above. Values in the order: RGS4 inh	PGK inhibitor	Pin1 inhibitor	ALOX12 inh	TrxR1 inh	JMJD2A Tudor	HP1b binding inh	ERG-DNA inh	GLS inh
# `CCOc1ccc(NC(=O)c2ccccc2OCC(=O)c2ccccc2)cc1` in the list: -13.2%	-6.9%	?	0.0%	-4.3%	0.8%	33.5%[activator]	1.8%	1.3%
# `Cc1ccccc1SCC(=O)OCC(=O)NCc1ccccc1` in the list: 6.2%	2.0%	-1.2%	-9.0%	7.6%	9.1%	30.5%	-12.9%	-1.9%

# Next section
SMILES,RGS4 inh,PGK inhibitor,Pin1 inhibitor,ALOX12 inh,TrxR1 inh,JMJD2A Tudor,HP1b binding inh,ERG-DNA inh,GLS inh
Cc1ccc(OCC(O)CN2C(=O)NC(C)(C)C2=O)c(C)c1 (stereo not given),28.4%[11.4 µM],3.5%,0.6%,4.3%,14.9%,-9.6%,42.5%[activator],4.4%,2.7%
COc1cccc(C(=O)Nc2cc(-c3ccccc3)no2)c1,-5.4%,3.1%,3.0%,-16.0%,-4.7%,-19.1%,34.8%,6.3%,-4.9%
O=C(c1cccc(S(=O)(=O)Nc2ccc(F)cc2)c1)N1CCOCC1,1.3%,-9.0%,1.6%,11.0%,24.7%,-8.4%,22.7%,-4.6%,0.7%
CCCS(=O)(=O)N1CCN(C(=O)c2cc(OC)cc(OC)c2)CC1,-1.0%,.,?,6.4%,10.8%,-16.0%,21.0%,5.8%,2.1%
Cc1c(Cl)cnc(NC(=O)COC(=O)Cc2coc3ccc4ccccc4c23)c1Cl,-9.4%,1.9%,55.3%[activator],?,3.2%[57.1 µM],-18.2%,1.1%,10.2%,2.6%
O=S(=O)(NCCC1=CCCCC1)c1cccc2nsnc12,5.6%,0.0%,-0.4%,-23.2%,17.6%,-19.4%,13.6%,-5.1%,7.4%
COCCNC(=O)CSc1nnc(-c2ccc(C)cc2)c(-c2ccc(C)cc2)n1,-23.9%,-9.3%,-0.4%,-14.0%,17.2%[57.1 µM],-26.3%,17.8%,6.9%,-14.0%
CCNc1nc(NCC)n2c(SCC(=O)Nc3ccc(CC)cc3)nnc2n1,?,-5.1%,0.6%,.,13.4%[57.1 µM],?,?,4.4%,5.9%
Cn1cc(C(=O)N2CCCC(Nc3ccc(F)cc3)C2)c2ccccc21 (stereo not given),3.8%,-1.6%,5.6%,-1.3%,-0.9%,-29.9%,-1.7%[57 µM],-8.8%,-9.7%
Cc1ccc2[nH]c3c(=O)n(CC(=O)N4CC(C)CC(C)C4)ncc3c2c1 (stereo not given),25.5%,-0.9%,-3.0%,15.6%,27.6%,-15.3%,21.6%,0.3%,-3.0%
CNC(=S)N/N=C/c1ccc(-c2cc([N+](=O)[O-])ccc2Cl)o1,-5.0%,-2.9%,1.8%,-12.1%,24.0%[57.1 µM],-9.3%,22.8%,-0.4%,0.7%
Cc1cc(C)c(C)c(OCCN2CCOCC2)c1,-22.5%,-0.9%,2.1%,?,11.8%,2.7%,27.0%,6.2%,-6.6%
Cc1ccc2oc(C(=O)NCC3CCOCC3)c(C)c2c1,3.0%,5.1%,-1.0%,40.6%[activator],23.1%,-5.0%,20.8%,-3.2%,-5.8%
Cc1cc(Cl)c(S(=O)(=O)Nc2ccc3c(c2)OCO3)cc1OCC(N)=O,-3.2%[11.4 µM],1.3%,-5.6%,0.0%,10.0%[11.4 µM],-6.9%[11.4 µM],53.1%[activator],-3.3%,4.2%
O=C(NCc1cccnc1)c1ccc([N+](=O)[O-])o1,14.8%,.,0.0%,-14.3%,-10.2%,-15.0%,31.0%[activator],1.5%,0.2%
COc1ccc(CNC(=O)CCS(=O)(=O)c2cc3c4c(c2)CCN4C(=O)CC3)cc1,-4.3%,-6.0%,-1.7%,-12.3%,18.0%[57.1 µM],-17.9%,-6.2%,-7.3%,-13.9%
CC(NC(=O)c1ccc(C23CC4CC(CC(C4)C2)C3)cc1)C(=O)O (stereo not given),-9.9%,-5.9%,-0.7%,-1.4%,22.8%[57.1 µM],-6.5%,10.6%,-7.3%,0.0%
CN(C)Cc1c(C(=O)N/N=C/c2cccc3ccccc23)nnn1-c1nonc1N,25.2%[11.4 µM],5.2%,1.8%,0.5%,7.6%,-13.7%,40.8%[activator],-2.0%,-26.2%
Cc1c(C(=O)OCC(=O)N(C)Cc2ccccc2)oc2ccccc12,-29.8%,3.5%,-0.6%,26.4%,5.7%,-2.7%,48.6%[activator],-14.0%,9.7%
Nc1ccccc1SC1CC(=O)N(c2ccc3c(c2)OCO3)C1=O (stereo not given),-20.2%,3.2%,-1.8%,5.6%,12.0%,-4.7%,-4.2%,-10.1%,-0.9%
CCCNC(=O)COC(=O)c1ccc(-c2ccccc2)cc1,6.6%,-3.3%,-4.4%,2.8%,26.1%[57.1 µM],-13.7%,3.2%,8.1%,-0.8%
NC(=O)NC(=O)CSc1nc(-c2ccccc2)c(-c2ccccc2)n1CC1CCCO1 (stereo not given),-7.1%,i,-3.8%,41.2%[activator],4.4%,?,-18.5%,-6.3%,6.0%
COc1ccc(CCNC(=O)CN(C)S(=O)(=O)c2ccc3nc(C)sc3c2)cc1OC,14.6%[11.4 µM],-7.1%,2.3%,21.5%,-9.0%,-13.0%,19.3%,-12.8%,21.4%
CCCCCC1(C(=O)OCC)CC(CSC(=N)N)OC1=O (stereo not given),10.4%[11.4 µM],-6.3%,0.8%,-14.6%,11.1%,-5.5%,4.2%,3.5%,20.5%
Cc1cc(OCC(=O)NCCCN2CCCC2=O)c2c(C)cc(=O)oc2c1,-7.9%,8.0%,-4.0%,-9.7%&8.6%,21.3%,-10.3%,21.1%,1.1%,-7.8%
CNc1ccc(-c2nc(-c3ccccc3C)no2)cc1[N+](=O)[O-],-3.3%,-11.0%,-6.6%,0.0%,-2.6%,-1.7%,44.7%[activator],-6.8%,2.8%
CCOc1ccccc1C(=O)N(CN1CCCC1=O)c1ccc(C)c(Cl)c1,20.7%,-1.1%,-12.2%,-16.0%,15.4%,-10.4%,25.3%,-0.2%,2.0%
Cc1ccccc1NC(=O)c1sc2nc(N3CCOCC3)c3c(c2c1N)CCCC3,10.2%,6.0%,2.1%,?,30.2%,2.3%,29.7%,-4.9%,-3.5%
CC(=O)c1cccc(NS(=O)(=O)c2ccc3c(c2)NC(=O)CC(=O)N3)c1,31.0%,11.5%,-1.1%,4.9%,14.8%,-8.6%,39.9%[activator],0.7%,3.5%
O=C(c1ccccc1)c1c[nH]c(C(=O)NNc2cccc(Cl)n2)c1,-3.5%,i,11.4%,-9.3%,9.0%,?,42.8%[activator],6.4%,-0.9%
CC[C@]12c3[nH]c4ccccc4c3CCN1C(=O)C(CC(=O)NCc1cccc(C(F)(F)F)c1)C[C@@H]2C(=O)N1CCN(C(=O)C2CC2)CC1 (stereo not given in full),-0.3%,i,2.9%,0.3%,13.6%,0.0%,31.1%,?,-0.6%
